# Screens as filed in PubChem.
# Pf growth 48h: P. falciparum growth inhibition at 48 hours (one generation); actives 5.9% (n = 310,000); Potency, µM (doses to about 28.7 µM), for inactives: at the top dose activity change, negative = inhibition, actives largely listed as inhibitors; AID 504832; P. falciparum luciferase growth in erythrocytes, 48 h; note: potency is the fitted concentration of half-maximal effect; % is set by controls: 0 for no effect and ±100 for the full control effect
#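 Parasite viability was followed by luminescence of a genomically integrated firefly luciferase. Cultures held 0.1% parasitemia at 2% hematocrit (final), incubated under 5% CO2 at 37 C.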
# Pf growth 96h: inhibits malaria parasite growth, 96 h. P. falciparum luciferase reporter growth, 96 h. actives 6.9% (n = 320,000). Potency, µM (series often up to 28.7 µM), inactives show at the highest dose activity change, negative = inhibition, usual class: inhibitors; note: potency is the fitted concentration of half-maximal effect; % is set by controls: 0 for no effect and ±100 for the full control effect
#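 Compounds incubated with erythrocytes infected by luciferase-expressing P. falciparum (2% hematocrit, 0.05% parasitemia final) for 96 hours, 37 C in 5% CO2. Growth inhibition scored as decreased luciferase luminescence.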
# HCV inh: inhibitors of hepatitis C virus infection; actives 3.4% (n = 340,000); Potency, µM (titrated, usually from 41.8 µM), without a hit: at the highest dose activity change, negative = inhibition, actives largely listed as inhibitors; AID 651820; Huh7.5.1 HCVcc-Cre infection, luciferase reporter, 44 h; note: potency is the fitted concentration of half-maximal effect; % is set by controls: 0 for no effect and ±100 for the full control effect
#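 HCVcc-Cre virus at an moi near 0.5 was added right after compound to cells cultured 4 h from seeding (1,000 cells/well). Luciferase activity was determined 44 h later, 15 min after substrate addition at RT.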
# Shiga toxin inh: blocks Shiga toxin action in Vero cells. actives 9.2% (n = 290,000). inhibition, % at 38.7 µM. Vero cells, Shiga toxin protein synthesis inhibition reporter; in the data active = inhibition mostly above about 28%, no sharp cut-off; inactive = mostly below about 43%; note: 0% is about no effect
# CHX counter: affects cycloheximide protein synthesis inhibition readout, counter-screen; cell reporter, cycloheximide protein synthesis inhibition counterscreen; max response, %; actives 12% (n = 300,000); AID 2314; in the data active = max response mostly above about 13%, no sharp cut-off; inactive = mostly below about 14%; note: read at 38.3 µM for the half of the compounds with a filed dose; 0% is about no effect
# FBPA Giardia inh: Giardia lamblia aldolase inhibition; A8B2U2; purified Giardia FBPA; Potency, µM (titrated, usually from 59.6 µM), without a hit: at the top dose activity, negative = inhibition, usual class: inhibitors; actives 0.71% (n = 290,000); note: potency is the fitted concentration of half-maximal effect; % is set by controls: 0 for no effect and ±100 for the full control effect; nearly all actives have a fitted effect of over 55% in size
# Target sequence (A8B2U2 whole entry, looked up): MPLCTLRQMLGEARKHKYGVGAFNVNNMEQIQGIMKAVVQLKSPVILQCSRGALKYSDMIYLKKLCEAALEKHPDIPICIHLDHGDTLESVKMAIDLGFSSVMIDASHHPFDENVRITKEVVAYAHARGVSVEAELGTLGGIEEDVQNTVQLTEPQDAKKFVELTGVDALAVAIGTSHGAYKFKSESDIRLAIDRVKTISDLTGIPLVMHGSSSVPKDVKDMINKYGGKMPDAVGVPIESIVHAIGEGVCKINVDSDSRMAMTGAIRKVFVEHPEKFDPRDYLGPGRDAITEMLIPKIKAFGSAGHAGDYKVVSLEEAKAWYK
#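 Giardia FBPA (40 nM reagent) was preincubated 10 min at RT with compound (up to 57.5 uM final), then substrate plus GAPDH/TPI/NAD/arsenate coupling system with diaphorase/resazurin was added; resorufin fluorescence (525/598 nm) was read after 20 min.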
# The depositor's hits bear a star; i = inactive; ? = inconclusive; / = not tested or not shown; & = joins results of further samples; [ ] = dose if it differs, or a comment. Unless noted, calls come from the whole dose curve; as a rule, active = well fitted curve in the direction sought with a large enough effect; inconclusive = small, poorly fitted or top-dose-only effect, or another doubt; inactive = no such curve, though single readings can be large; an effect the other way counts as inactive or inconclusive.
1. CCCc1ccc(C(=O)/C=C/N(C)C)cc1
2. CCN(CC)CCNC(=O)c1ccccc1N
3. CCCCCCOc1ccc(C(CC(=O)NC)C(=O)O)cc1 (stereo unspecified)
4. CCN(CC)CCNC(=O)c1cc(S(=O)(=O)N2CCc3ccccc32)cn1C
5. Cc1cc(-c2nnnn2-c2ccc(C(F)(F)F)cc2)no1
6. CCCCN1C(=O)NC(=O)/C(=C/c2cnc(SC)nc2)C1=O
7. O=C(CSc1ncnc2c1oc1ccccc12)Nc1cccc(C(F)(F)F)c1
8. C/C(=N\Nc1nc2ccccc2s1)c1ccc2c(c1)OCO2
9. COc1ccc(-n2nc3c(N4CCC(C(=O)NCCc5ccco5)CC4)nnc(C)c3c2C)cc1
10. COC(=O)c1c(NC(=O)C(C)C)sc(C(=O)N2CCOCC2)c1C
Compound | 1 | 2 | 3 | 4 | 5 | 6 | 7 | 8 | 9 | 10
Pf growth 48h | 290%[activator] | 3% | -6% | -10% | 54%[activator] | ? | / | 66%[activator] | ? | ?
Pf growth 96h | 18% | 4% | 6% | 11% | 44%[activator] | -14% | ? | 128%[activator] | 1% | 42%[activator]
HCV inh | 2% | -9% | 0% | -7% | 1% | 19% | ? | ? | ? | 1%
Shiga toxin inh | 42* | -11 | -7 | 5 | 22 | -7 | -4 | 70* | 13 | -2
CHX counter | 14* | -1 | -4 | -2 | -2 | -1 | 4 | 54* | -1 | -3
FBPA Giardia inh | 5% | 6% | 7% | -5% | 3% | -5% | -5% | -4% | 9% | 5%

11. Cc1ccc2cccc(SCC(=O)Nc3ccc(F)cc3)c2n1
12. COc1ccccc1N1CCN(S(=O)(=O)c2ccc(-c3cnc(C4CC4)o3)cc2)CC1
13. COc1ccc(C)cc1Nc1nc(-c2ccccc2O)nc2ccccc12
14. Cc1nn(CC(O)COc2ccc3c(c2)CCC3)c(C)c1Br (stereo unspecified)
15. Cc1sc(NC(=O)c2ccco2)nc1-c1ccccc1
16. COc1ccc(OC)c2c1cc(C(=O)N[C@@H](C)C(=O)N[C@@H](C(=O)O)c1ccccc1)n2C
17. CCOC(=O)CSc1nc2sc3c(c2c(=O)n1CC)CC(C)(C)OC3
18. O=C(NC(N1CCCCCC1)C(Cl)(Cl)Cl)c1ccccc1Cl (stereo unspecified)
19. Cc1nnc2sc(SCC(=O)Nc3ccc(Br)cc3)nn2c1=O
20. COc1cccc(-c2noc(CCC(=O)NCCc3ccccc3)n2)c1
Compound | 11 | 12 | 13 | 14 | 15 | 16 | 17 | 18 | 19 | 20
Pf growth 48h | / | -6% | ? | -7% | 28% | 19% | 2% | 12% | ? | 9%
Pf growth 96h | -28% | ? | ? | 144%[activator] | 157%[activator] | 2% | -17% | -1% | ? | 10%
HCV inh | 3% | -29% | ? | ? | 14µM* | 14% | -12% | 18% | -2% | -19%
Shiga toxin inh | -3 | -4 | -7 | -13 | 103* | -4 | -10 | -4 | -6 | 49*
CHX counter | -2 | -2 | -3 | 7 | 44* | -1 | 9 | -1 | 1 | 11
FBPA Giardia inh | -6% | / | -10% | -9% | 2% | -16% | 4% | -4% | -12% | -2%

21. CCC1(c2ccccc2)NC(=O)N(CC(=O)Nc2ccccc2C(=O)N2CCCCC2)C1=O (stereo unspecified)
22. COc1ccc(-n2cc(CN(C)C3CCOCC3)c(-c3cccc(F)c3)n2)cc1
23. COC(=O)C1CCN(C(=O)c2ccc(OC3CCN(Cc4ccccn4)CC3)cc2)CC1
24. CC(C)(C)NCC(O)CON=C1c2ccccc2-c2ccccc21 (stereo unspecified)
25. COc1ccccc1OC(C)C(=O)Nc1ccc(S(=O)(=O)Nc2nccs2)cc1 (stereo unspecified)
26. CCN=C1S/C(=C/c2ccc(-c3ccc(F)cc3)o2)C(=O)N1CC
27. Cc1cc(C)n2nc(S(=O)(=O)N(C)Cc3ccccc3)nc2n1
28. Cc1sc2ncnc(N(C)CCc3ccccn3)c2c1C
29. O=C(N/N=C/c1cc([N+](=O)[O-])ccc1O)/C(=C\c1cccs1)NC(=O)c1ccccc1
30. COc1cccc(CNC(=O)CCCn2ccc3cc(S(=O)(=O)N4CCCC4)ccc32)c1
Compound | 21 | 22 | 23 | 24 | 25 | 26 | 27 | 28 | 29 | 30
Pf growth 48h | 7% | -21% | 42%[activator] | ? | -1% | ? | 25% | -16% | ? | ?
Pf growth 96h | 35%[activator] | -14% | ? | ? | 50%[activator] | 14% | -8% | -1% | -13% | -21%
HCV inh | 1% | ? | 6% | 25µM* | 1% | -12% | 8% | 1% | 3% | ?
Shiga toxin inh | / | -2 | -10 | -5 | -4 | 21 | -4 | -3 | -4 | -3
CHX counter | / | -1 | -3 | -1 | -6 | 7 | -4 | 12 | -1 | -1
FBPA Giardia inh | / | 1% | 3% | 1% | -1% | 0% | 10% | ? | ? | 19%

31. CC(=O)N1C(=O)/C(=C2\SC(=S)N(c3c(C)n(C)n(-c4ccccc4)c3=O)C2=O)c2ccccc21
32. Oc1cccc(C=Nc2cccc3ccccc23)c1O
33. Cc1ccc(NC(=O)CCC(=O)NNC(=O)C(C)(C)C)c(C)c1
34. CS(=O)(=O)N(CC(=O)Nc1ccccc1)Cc1ccc(Cl)cc1
35. O=C(CCN(NC(=O)c1ccccc1)C1=NS(=O)(=O)c2ccccc21)NC1CCCCC1
36. O=C(NN=C1CCC(c2ccccc2)CC1)c1ccccc1-n1cccc1 (stereo unspecified)
37. CC(=O)N1c2ccc(S(=O)(=O)N3CCC(C(=O)NCc4ccc(Cl)cc4)CC3)cc2CC1C (stereo unspecified)
38. Cc1cccc(NCC(=O)N/N=C\c2ccccn2)c1
39. O=C(COc1ccccc1)NC(=S)Nc1ccc(Br)cn1
40. O=C(N/C(=C/c1ccc(Br)cc1)C(=O)N1CCOCC1)c1ccco1
Compound | 31 | 32 | 33 | 34 | 35 | 36 | 37 | 38 | 39 | 40
Pf growth 48h | -4% | 35%[activator] | 19% | / | 37%[activator] | -4% | 9.3µM* | -4% | ? | -1%
Pf growth 96h | 4% | 8% | ? | -1% | ? | -62% | -24% | ? | ? | -7%
HCV inh | 12% | -10% | 16% | -9% | 4% | -4% | ? | 1% | 4% | 22%
Shiga toxin inh | -6 | 5 | 8 | -15 | 5 | -3 | 11 | -16 | 12 | -7
CHX counter | -1 | 2 | -7 | -6 | -2 | -2 | -7 | -1 | -1 | -2
FBPA Giardia inh | ? | ? | 5% | 0% | 2% | -1% | / | -1% | -28% | 3%

41. CCOc1cccc(/C=C2\NC(=S)N(c3ccccc3)C2=O)c1O
42. O=C(CNC(=O)c1cccs1)Nc1ccc2c(c1)OCCO2
43. Cc1cc(C)nc(SCC(=O)Nc2ccc(S(=O)(=O)Nc3nccs3)cc2)n1
44. CCC(=O)Nc1cccc(C(=O)OCc2cccc([N+](=O)[O-])c2)c1
45. CC(C)N1CN(c2ccccc2)C(=S)N(c2ccccc2)C1
46. CN(C)/C=C/C(=O)c1ccc(-n2cccc2)cc1
47. Cn1c(=NC(=O)C2CCN(S(=O)(=O)c3cccs3)CC2)sc2ccccc21
48. Cc1cc2c(c(=O)o1)C(c1cccs1)C(C#N)=C(N)O2 (stereo unspecified)
49. Cc1ccccc1CNC(=O)CC1C(=O)NCCN1CC1CCCCC1 (stereo unspecified)
50. CCOC(=O)N1CCC(NC(=O)C2CCN(C(=O)c3cc4oc(C)cc4n3Cc3c(F)cccc3Cl)CC2)CC1
Compound | 41 | 42 | 43 | 44 | 45 | 46 | 47 | 48 | 49 | 50
Pf growth 48h | 116%[activator] | 93%[activator] | ? | -17% | 18% | i | 0% | -2% | ? | ?
Pf growth 96h | 128%[activator] | 187%[activator] | 2% | 28% | -1% | 70%[activator] | 96%[activator] | ? | ? | 42%[activator]
HCV inh | -25% | 33%[activator] | -2% | -16% | -11% | -11% | 1%&1% | 3% | 16% | -17%
Shiga toxin inh | 55* | / | -10 | 2 | -4 | 75* | -2 | -11 | -8 | -4
CHX counter | 42* | / | -2 | 7 | 13 | 30* | -1 | -1 | 1 | -5
FBPA Giardia inh | ? | / | -2% | -7% | -4% | -2% | 1% | 4% | -12% | -13%

51. COc1ccc(C(=O)Nc2ccc(C(F)(F)F)n(C)c2=O)cc1
52. O=C(N/N=C1\C2CN3CCN(C2)CC1(c1ccccc1)C3)c1ccc(F)cc1
53. CN(Cc1cnccn1)C(=O)CC1C(=O)NCCN1Cc1c(F)cccc1Cl (stereo unspecified)
54. CCCOc1ccc(NC(=O)CC2C(=O)OCC3CCCCN32)cc1 (stereo unspecified)
55. Cc1ccc(-c2oc3ccccc3c(=O)c2O)cc1
56. Cc1ccccc1Cn1nnc(-c2ccc3c(c2)OCO3)n1
57. COc1ccc(OCC(=O)Nc2ccc(N3CCCCC3)cc2)cc1
58. O=C(CCN1C(=O)c2ccccc2C1=O)NCc1ccccc1
59. CCOP(=O)(c1ccc(N(C)C)cc1)C(O)c1cccnc1 (stereo unspecified)
60. O=C(c1ccc(S(=O)(=O)N2CCCCC2)cc1)N1CCN(Cc2ccc3c(c2)OCO3)CC1
61. O=C(COc1ccc(Cl)cc1Cl)NNC(=S)NC(=O)c1ccco1
62. CCc1cc(=O)oc2cc(C)cc(OCC(=O)NC3CC3)c12
63. COc1ccc(NC(=O)C(CCSC)NC(N)=O)cc1Cl (stereo unspecified)
Compound | 51 | 52 | 53 | 54 | 55 | 56 | 57 | 58 | 59 | 60 | 61 | 62 | 63
Pf growth 48h | 95%[activator] | -7% | 1% | -6% | 3.7µM* | 58%[activator] | 3% | 26% | -1% | ? | -6% | 12µM* | -15%
Pf growth 96h | 121%[activator] | 1% | 9% | -17% | 35%[activator] | -20% | ? | 3% | -3% | ? | 16% | ? | 6%
HCV inh | 11% | -8% | 5% | 13% | 6% | ? | -24% | 12% | 10% | ? | -12% | 9% | 10%
Shiga toxin inh | 58* | 0 | 24 | / | 9 | 54* | 26 | 11 | 18 | 23 | 10 | -1 | -12
CHX counter | 19* | 23* | 7 | / | 14* | 49* | 4 | 12 | 1 | -4 | 1 | -9 | 8
FBPA Giardia inh | 0% | 4% | -8% | / | -2% | 0% | 3% | -7% | 0% | -3% | 24% | -6% | 0%
